NCI-60 one-dose screen, 48 h, at 10 µM unless noted. Numbers give growth in % (100 = growth as untreated, 0 = no growth, -100 = all killed).
UACC-257: UACC-257 melanoma. actives 4.4% (n = 78,000)
MALME-3M: MALME-3M melanoma. actives 5.8% (n = 78,000)
LOX IMVI: LOX IMVI melanoma | actives 7.4% (n = 79,000)
T-47D: T-47D breast cancer; actives 5% (n = 79,000); AID 1794792
MCF7: MCF7 breast cancer. actives 6.3% (n = 82,000)
BT-549: BT-549 breast cancer; actives 4.4% (n = 78,000); AID 1794793
UACC-62: UACC-62 melanoma | AID 1794756 | actives 5.4% (n = 81,000)
HS 578T: HS 578T breast cancer. actives 4.1% (n = 78,000). AID 1794788
Starred values were filed as active, the others as inactive; / = no result given; & = joins results of further samples; [ ] = remark or other dose. Rule for the calls: active = growth percent below 10; inactive = the rest.

SMILES | UACC-257 | MALME-3M | LOX IMVI | T-47D | MCF7 | BT-549 | UACC-62 | HS 578T
CCOC(=O)/C=C/CC1CCNC1 (stereo unspecified) | 91 | 117 | 95 | 99 | 94 | 100 | 103 | 102
NC(N)=NCCCC(=O)O | / | 83 | 94 | 101 | 91 | 103 | 104 | 115
COc1ccnc(CS(=O)c2nc3ccc(OC(F)F)cc3[nH]2)c1OC (stereo unspecified) | 107 | 120 | 94 | 83 | 90 | 81 | 96 | /
O=C(O)/C=C/C(=O)Nc1cc(Cl)ccc1Cl | 98 | 95 | 103 | 93 | 102 | 105 | 100 | 105
COc1ccc2c(-c3ccc(F)cc3)c(C#N)c(=NC(C)=O)oc2c1 | 72 | 54 | 42 | 56 | 21 | 29 | 32 | 43
Nc1nc(SCc2cccc([N+](=O)[O-])c2)c2[nH]cnc2n1 | 104 | 107 | 78 | 92 | 88 | 103 | 91 | 100
CCCCN1CC(Br)C(=O)NC1=O (stereo unspecified) | 98&98 | 86&94 | 39&75 | 88&94 | 61&70 | 85&70 | 90&80 | 104&107
COc1cc(N(C)C)ccc1/C=C/C(=O)c1cc(C(=O)c2ccc(Br)cc2)n2ccc(C)cc12 | 103 | 92 | 93 | 96 | 96 | 108 | 94 | 101
COc1ccc(-c2cc(-c3ccc(N(C)C)cc3)nc(NC(=O)c3ccncc3)n2)cc1 | 108 | 119 | 92 | 89 | 78 | 104 | 101 | 97
Cn1cc(-c2ccc3nc(-c4ccc(CC(=O)Nc5cc(C(C)(C)C)no5)cc4)cnc3c2)cn1 | 42[30 µM] | 0.5*[30 µM] | 20[30 µM] | 26[30 µM] | 87[30 µM] | 53[30 µM] | 9.8*[30 µM] | 22[30 µM]
COc1ccc2c(c1)sc1nc(-c3ccccc3)c(-c3cccnc3)n12 | 100 | / | 91 | 93 | 102 | 85 | 83 | 100
COC(=O)c1oc2c(C(=O)/C=C/c3ccc(OC)cc3)c(OCCCN3CCCCC3)ccc2c1C | 40 | -64* | -26* | 38 | 6.8* | 23 | 40 | 13
C=C1C(=O)O[C@H]2[C@H]1CC/C(Cn1cc(CCC)nn1)=C\CC[C@@]1(C)O[C@@H]21 | 19 | 4.7* | -29* | -40* | 11 | 40 | 4.7* | 69
O=C1c2cccc3c(-c4ccc(-c5nc6c7ccccc7c7ccccc7c6[nH]5)cc4)ccc(c23)C(=O)N1CCO | 98 | 99 | 67 | 67 | 78 | 82 | 89 | 93
NC(=S)Nc1c(Br)cc(Br)cc1Br | 102 | 120 | 107 | 81 | 101 | 108 | 88 | 111

Eleven structures from above, sorted by count of non-hydrogen atoms, smallest number first:
SMILES | UACC-257 | MALME-3M | LOX IMVI | T-47D | MCF7 | BT-549 | UACC-62 | HS 578T
NC(N)=NCCCC(=O)O | / | 83 | 94 | 101 | 91 | 103 | 104 | 115
NC(=S)Nc1c(Br)cc(Br)cc1Br | 102 | 120 | 107 | 81 | 101 | 108 | 88 | 111
O=C(O)/C=C/C(=O)Nc1cc(Cl)ccc1Cl | 98 | 95 | 103 | 93 | 102 | 105 | 100 | 105
Nc1nc(SCc2cccc([N+](=O)[O-])c2)c2[nH]cnc2n1 | 104 | 107 | 78 | 92 | 88 | 103 | 91 | 100
COc1ccc2c(-c3ccc(F)cc3)c(C#N)c(=NC(C)=O)oc2c1 | 72 | 54 | 42 | 56 | 21 | 29 | 32 | 43
COc1ccnc(CS(=O)c2nc3ccc(OC(F)F)cc3[nH]2)c1OC (stereo unspecified) | 107 | 120 | 94 | 83 | 90 | 81 | 96 | /
COc1ccc(-c2cc(-c3ccc(N(C)C)cc3)nc(NC(=O)c3ccncc3)n2)cc1 | 108 | 119 | 92 | 89 | 78 | 104 | 101 | 97
COc1cc(N(C)C)ccc1/C=C/C(=O)c1cc(C(=O)c2ccc(Br)cc2)n2ccc(C)cc12 | 103 | 92 | 93 | 96 | 96 | 108 | 94 | 101
Cn1cc(-c2ccc3nc(-c4ccc(CC(=O)Nc5cc(C(C)(C)C)no5)cc4)cnc3c2)cn1 | 42[30 µM] | 0.5*[30 µM] | 20[30 µM] | 26[30 µM] | 87[30 µM] | 53[30 µM] | 9.8*[30 µM] | 22[30 µM]
COC(=O)c1oc2c(C(=O)/C=C/c3ccc(OC)cc3)c(OCCCN3CCCCC3)ccc2c1C | 40 | -64* | -26* | 38 | 6.8* | 23 | 40 | 13
O=C1c2cccc3c(-c4ccc(-c5nc6c7ccccc7c7ccccc7c6[nH]5)cc4)ccc(c23)C(=O)N1CCO | 98 | 99 | 67 | 67 | 78 | 82 | 89 | 93

Further records:
SMILES | UACC-257 | MALME-3M | LOX IMVI | T-47D | MCF7 | BT-549 | UACC-62 | HS 578T
CC(=O)Nc1ccc(-n2cnc3cc(-c4ccc(O)cc4)ccc32)c(C)c1 | 79 | 66 | 94 | 64 | 58 | 87 | 60 | 63
COc1ccc(/C=N/NC(=O)C[N+](C)(C)C)cc1S(=O)(=O)O | 106 | 117 | 99 | 95 | 110 | 110 | 104 | 95
NC(=S)Nc1ccc(Br)cc1 | 96 | 104 | 112 | 76 | 95 | 95 | 95 | 98
Cn1c(=O)c2c(=O)c(C#N)c(-c3ccc(Cl)cc3)[nH]c2n(C)c1=O | 86 | 83 | 84 | 86 | 83 | 74 | 62 | 86
Cc1c(C(=O)NCCC(=O)NO)sc2ncnc(Nc3ccc(NC(=O)Nc4ccccc4)cc3)c12 | 101 | 104 | 95 | 108 | 92 | 105 | 99 | 100
Cc1nn(C)c(Cl)c1[N+](=O)[O-] | 94 | 116 | 105 | 90 | 102 | 101 | 80 | 111
Cc1ccc2sc3c(c2c1)Oc1nc[nH]c(=O)c1C3c1cccc(F)c1 (stereo unspecified) | 101 | 99 | 107 | 84 | 61 | 96 | 75 | 94
COC(=O)C(N)CSC(c1ccccc1)(c1ccccc1)c1ccccc1 (stereo unspecified) | / | 32 | 35 | 24 | 13 | 55 | 54 | 22
COc1ccccc1C(CNc1oc(-c2cccs2)nc1C#N)N(C)C (stereo unspecified) | 102 | 92 | 102 | 86 | 90 | 98 | 104 | 96
CCn1c(C)nc2cc(C(N)=O)ccc21 | 88 | 96 | 92 | 113 | 92 | 111 | 89 | 108
CCCCCOc1ccc(C(=O)/C(Br)=C/C(=O)O)cc1 | 106 | 130 | 86 | 93 | 92 | 110 | 91 | 102
COc1cc(-c2nn(-c3cccc(NC(=O)Nc4ccccc4)c3)cc2-c2ccncc2)ccc1Cl | 84 | 58 | 85 | 76 | 89 | 90 | 87 | 83
COc1ccc(-c2cc(-n3nnnc3-c3ccccc3)no2)cc1 | 96 | 106 | 89 | 87 | 102 | 89 | 96 | 96
CCCS(=O)(=O)Oc1ccc(C(=O)CC2(O)C(=O)Nc3ccccc32)cc1 (stereo unspecified) | 104 | 96 | 98 | 64 | 89 | / | 90 | 100
COc1ccc(NC(=O)c2cc(NCc3cc(O)ccc3O)ccc2O)cc1 | 76 | 108 | 94 | 68 | 76 | 72 | 95 | 90
CC(C)(C)c1ccc(C(=O)N2CCOC23CCCCC3)cc1 | 101 | 81 | 84 | 75 | 92 | 105 | / | 99
COc1cc([N+](=O)[O-])ccc1N | 96 | 131 | 87 | 95 | 93 | 88 | 79 | 109
COC(=O)C1CCCC1 | 108 | 117 | 109 | 111 | 97 | 78 | 100 | 111
CC(C)=NOCCC#N | 99 | / | 99 | 102 | 100 | 101 | 106 | 106
COc1ccc(-c2nc(-c3nc4cc(C(=O)c5ccccc5)ccc4[nH]3)cc3c2[nH]c2ccccc23)cc1 | 96 | 62 | 84 | 82 | 87 | 82 | 92 | 100
CC(=O)Oc1ccccc1C(=O)Nc1ncc([N+](=O)[O-])s1 | 39 | -11* | 23 | 62 | 50 | -29* | 1.3* | 16
O=c1c(/C=C/c2c(O)ccc3ccccc23)nnc2sc(-c3cccc([N+](=O)[O-])c3)nn12 | 55 | 73 | 34 | 34 | 27 | 65 | 32 | 68
CCn1cc(C(=O)NNC(=S)Nc2ccc(C)cc2)c(=O)c2ccc(C)nc21 | 94 | 103 | 95 | 88 | 97 | 97 | 91 | 96
CS(=O)(=O)c1ccc(-n2nc(-c3ccc(F)cc3)c3ccccc3c2=O)cc1 | 104 | / | / | 80 | 83 | 86 | 90 | 98
CCOC(=O)c1cccc(N2C(=O)/C(=C/N3N=C(c4ccccc4)CC3c3ccccc3O)SC2=S)c1 (stereo unspecified) | 93 | 99 | 83 | 76 | 56 | 65 | 88 | 81
N[C@H](CS)C(=O)O | / | 91 | 100 | 103 | 88 | 98 | 100 | 115
CCCCCCc1nc2c(c(=O)n(C)c(=O)n2C)n1C | 86 | 101 | 102 | 93 | 98 | 96 | 86 | 97
Cn1c(=O)[nH]c(N)c(Br)c1=O | 88 | / | / | 91 | 97 | 131 | 97 | 109
CSc1ccccc1Nc1nc(N)nc(C(Cl)Cl)n1 | 110 | 109 | 111 | 97 | 92 | 106 | 87 | 109
COc1ccc(C(=O)c2nc3ccccc3n2CC(=O)c2ccc(F)cc2)cc1 | 86 | 69 | 95 | 92 | 63 | 93 | 65 | 103
CC(C)NC(=O)OCC#CCOC(=O)NC(C)C | 105 | 93 | 104 | 99 | 94 | 96 | 100 | 115
CCCCOc1c(Cl)c(Cl)cc(Cl)c1Cl | 94 | 96 | 96 | 109 | 100 | 104 | 87 | 101
O=[N+]([O-])c1cccnc1C1OCCO1 | 95 | 100 | 103 | 105 | 96 | 118 | 98 | 100
COc1cc2c(=O)n(CCN(C)C)c3c4cc5c(cc4ccc3c2cc1OC)OCO5 | -33* | -64* | -58* | -21* | 7.3* | 1.4* | -86* | 9.2*
CCCCCOC(=O)Nc1nc(=O)n([C@@H]2O[C@H](CO)[C@@H](O)C2(F)F)cc1F | / | 83 | 101 | 90 | 77 | 91 | 94 | 93
CCC(C)N(c1ccc(OC)cc1)c1nc(-c2ccc(Br)cc2)cs1 (stereo unspecified) | 101 | 110 | 108 | 88 | / | 112 | 94 | 99
Cc1cc(C)c([N+](=O)[O-])c([N+](=O)[O-])c1C | 104 | 87 | 98 | 98 | 102 | 108 | 115 | 105
CCc1ccc(C2=NN(c3ccc(S(N)(=O)=O)cc3)C(c3ccc(N(C)C)cc3)C2)cc1 (stereo unspecified) | 103 | 98 | 100 | 78 | 76 | 107 | 90 | 100
N#CC(c1ccc(Cl)cc1)c1cccc(Cl)n1 (stereo unspecified) | 83 | 112 | 94 | 65 | 93 | 91 | 89 | 90
COc1ccc(C/C(C)=C(\c2ccc(O)cc2)c2ccc(OCCN3CCCCCC3)cc2)cc1 | 85 | 103 | 99 | 56 | 44 | 91 | 104 | 92
COC(=O)[C@H]1O[C@@H](n2cnc3c(=O)[nH]cnc32)[C@H](O)[C@@H]1O | 115 | 119 | 100 | 104 | 103 | 116 | 105 | 102
O=C(NO)c1ccc(Cn2c3c(c4cc(F)ccc42)CS(=O)(=O)CC3)cc1 | 80 | 69 | 97 | 69 | 90 | 96 | 75 | 85
O=C1/C(=C/c2cc(F)cc(F)c2)Cc2cc(F)cc(F)c21 | 113 | 86 | 87 | 107 | 57 | 97 | 86 | 90
O=C(Nc1nc2c(s1)CCc1cn(S(=O)(=O)c3ccccc3)cc1-2)c1ccccc1 | 98 | 80 | 75 | 55 | 75 | 94 | 77 | 102
C[C@@H]1C(=O)O[C@H]2[C@H]1CC/C(COC(=O)OC/C1=C/CC[C@@]3(C)O[C@H]3[C@H]3OC(=O)[C@@H](C)[C@@H]3CC1)=C\CC[C@@]1(C)O[C@@H]21 | 108 | 95 | 103 | 103 | 92 | / | 94 | 98
C=C(C)[C@H]1CC/C(C)=C/CC[C@]2(C)O[C@H]2CC/C(COC(=O)[C@@H](OC(C)=O)[C@H](NC(=O)c2ccccc2)c2ccccc2)=C\[C@@H]1O | 83 | 100 | 93 | 74 | 81 | 97 | 59 | 91
COc1ccc(/C(C)=N/N=C2C(=O)Nc3ccc(Br)cc32)cc1S(N)(=O)=O | 94 | 85 | 77 | 55 | 87 | 71 | 66 | 49
COC(=O)N1CCc2cc(OC)c(O)cc2C1Cc1c(Br)cccc1Oc1ccccc1 (stereo unspecified) | 100 | 96 | 72 | 71 | 92 | 108 | 43 | 88
CCNC(=O)Nc1nc2ccc(Oc3ccnc(C(=O)NC)c3)cc2s1 | 87 | 67 | 71 | 63 | 37 | 91 | 60 | 87
C/C(=C\Cl)COC(C)(C)C | 101&103 | 101&108 | 102&99 | 102&99 | 101&97 | 99&109 | 99&108 | 98&111
CC1(C)OC2OC(Cn3cc(COc4ccc5ccc(=O)oc5c4)nn3)C3OC(C)(C)OC3C2O1 (stereo unspecified) | 109 | 106 | 88 | 95 | 88 | 105 | 87 | 97
CCN(CC)c1ccc2cc(C(Nc3ccc(Br)cc3)c3nnnn3C(C)(C)C)c(=O)oc2c1 (stereo unspecified) | 93 | 100 | 78 | 71 | 72 | 98 | 71 | 85
Fc1ccc(Nc2ncnc3onc(-c4ccccc4)c23)cc1 | 91 | 107 | 77 | 93 | 89 | 101 | 66 | 96
Fc1cc(-c2n[nH]c(=S)n2/N=C/c2ccc(Cl)cc2Cl)c(Cl)cc1Cl | 84 | 110 | 95 | 88 | 80 | 105 | 92 | /
Cn1cc(CC2CC(=O)N(c3ccccc3)C2=O)sc1=NC(=O)c1ccccc1 (stereo unspecified) | 98 | 90 | 102 | 91 | 99 | 87 | 93 | 90
Clc1ccc(-c2nnc(-c3cccc4ccccc34)o2)cc1 | 78 | 100 | 84 | 53 | 32 | 104 | / | 103
O=C(O)c1ccc(-n2cc(CNc3cc(F)cc(C(F)(F)F)c3)c(-c3ccc(F)cc3)n2)cc1 | 99 | 81 | / | 92 | 69 | 106 | 96 | 91
COc1cccc(C2NC(=O)c3c(n[nH]c3N)S2)c1O (stereo unspecified) | 105 | 88 | 96 | 90 | 89 | 91 | 101 | 106
CCOC(=O)c1cc(C(=O)c2cc(OC)cc(OC)c2)n2ccc(-c3cc[n+](CC(=O)c4cc(OC)cc(OC)c4)cc3)cc12 | 103 | 96 | 98 | 98 | 87 | 91 | 94 | 97
O=C(SC(=O)c1ccccc1)c1ccccc1 | 108 | 120 | 98 | / | 100 | 106 | 93 | 103

Assay outcomes from PubChem BioAssay.
